HePTP inhibitor – inhibitors of human HePTP phosphatase, primary screen, biochemical, absorbance, leukemia target | recombinant HePTP phosphatase activity, OD absorbance | inhibition, % at 20 µM | hit rate 0.64% among 110,000 | AID 521, 2006; in the data active = inhibition above about 50%;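 note: plate controls were vehicle for no effect and reference inhibitor for full effect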
Target sequence (P35236 whole entry, looked up): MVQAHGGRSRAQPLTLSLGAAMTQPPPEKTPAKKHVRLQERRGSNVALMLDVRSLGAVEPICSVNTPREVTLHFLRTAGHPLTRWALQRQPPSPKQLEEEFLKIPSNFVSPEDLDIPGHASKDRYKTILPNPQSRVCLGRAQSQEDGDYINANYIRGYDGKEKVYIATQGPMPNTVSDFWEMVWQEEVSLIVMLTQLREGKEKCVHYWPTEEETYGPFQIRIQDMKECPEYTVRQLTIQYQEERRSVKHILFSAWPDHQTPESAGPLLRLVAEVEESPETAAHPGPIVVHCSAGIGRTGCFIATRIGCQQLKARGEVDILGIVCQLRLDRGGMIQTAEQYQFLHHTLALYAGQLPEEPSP
BAP1 inh – inhibitors of BAP1 deubiquitinase, primary screen, biochemical, Ub-AMC fluorescence, kinetic. recombinant BAP1, Ub-AMC hydrolysis fluorescence kinetic; active compounds read low. activity remaining (% of control), % at 20 µM. hit rate 0.48% among 72,000. AID 436, 2006;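 active = activity remaining at or below 50% of control, provided the compound also passes the data quality filters; inactive = the rest, including low values that fail the filters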;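 note: 100% = DMSO wells rate and 0% = substrate alone blank rate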
Target sequence (Q92560 whole entry, looked up): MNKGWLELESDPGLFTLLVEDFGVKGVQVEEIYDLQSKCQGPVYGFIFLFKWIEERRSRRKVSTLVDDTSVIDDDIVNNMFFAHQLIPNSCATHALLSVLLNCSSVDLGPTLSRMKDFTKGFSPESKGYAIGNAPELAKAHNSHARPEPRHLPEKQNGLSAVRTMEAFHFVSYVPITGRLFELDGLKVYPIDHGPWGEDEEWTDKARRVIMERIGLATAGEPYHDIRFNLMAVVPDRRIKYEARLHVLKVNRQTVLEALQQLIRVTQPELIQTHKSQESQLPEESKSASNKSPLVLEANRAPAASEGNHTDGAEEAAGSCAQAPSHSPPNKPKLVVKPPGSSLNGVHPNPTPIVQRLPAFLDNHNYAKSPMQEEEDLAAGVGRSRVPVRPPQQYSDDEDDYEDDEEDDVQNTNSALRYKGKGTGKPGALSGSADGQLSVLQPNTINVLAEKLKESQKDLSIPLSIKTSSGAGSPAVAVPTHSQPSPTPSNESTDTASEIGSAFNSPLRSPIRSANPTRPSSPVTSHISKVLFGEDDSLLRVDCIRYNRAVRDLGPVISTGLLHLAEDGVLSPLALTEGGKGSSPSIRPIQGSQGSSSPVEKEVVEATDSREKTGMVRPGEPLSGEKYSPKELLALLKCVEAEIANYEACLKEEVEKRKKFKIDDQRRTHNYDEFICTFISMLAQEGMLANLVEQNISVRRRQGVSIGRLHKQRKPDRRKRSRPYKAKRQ
The depositor's hits bear a star.

Preview:
Results for CCCOC(=O)c1ccc(NC(=O)COc2cc(C)c(Cl)c(C)c2)cc1 ?
BAP1 inh: 121

Results for Nc1nnc(SCC(=O)NC2CCCC2)s1 ?
HePTP inhibitor: 8

How did COc1ccc(-c2sccc2C(C)C(=O)O)cc1 (configuration not stated) do in these assays?
HePTP inhibitor: 5; BAP1 inh: 69

What do the screens show for `CCOC(=O)C1=C(c2ccccc2)NC(=O)NC1c1ccc(OCC#N)c(OC)c1` (configuration not stated)?
HePTP inhibitor: 8; BAP1 inh: 90

How did CS(=O)(=O)Nc1ccc(C(=O)NCCC2=CCCCC2)cc1 do in these assays?
HePTP inhibitor: 10; BAP1 inh: 152

Results for O=C(O)CN1C(=O)c2ccc(C(=O)O)cc2C1=O ?
BAP1 inh: 108

How did COc1ccc(N(CC(=O)Nc2ccc(Oc3ccccc3)cc2)S(C)(=O)=O)cc1 do in these assays?
HePTP inhibitor: 3

What do the screens show for `CCOC(=O)C1CCCN(c2cc(C)nc3cc(-c4ccc(F)cc4)nn23)C1` (configuration not stated)?
HePTP inhibitor: 10; BAP1 inh: 97

What do the screens show for `CC1CN(CC(O)COc2ccc3ccccc3c2)CC(C)O1` (configuration not stated)?
HePTP inhibitor: 5

How did CC1(C)Cc2ccccc2C(=NCCCC(=O)O)N1 do in these assays?
HePTP inhibitor: 5; BAP1 inh: 90

How did CC1CCN(c2c(NCc3ccc(C(=O)NCc4cccnc4)cc3)c(=O)c2=O)CC1 do in these assays?
HePTP inhibitor: 2; BAP1 inh: 88

What do the screens show for `CC(=O)NC1=NC(=O)/C(=C\c2cccc([N+](=O)[O-])c2)S1`?
HePTP inhibitor: -3

How did COC(=O)c1nc(NC(=O)c2ccc(Cl)cc2)n[nH]1 do in these assays?
HePTP inhibitor: -16; BAP1 inh: 81

Results for CCCC1(C(=O)O)NC(c2ccc(OC)cc2O)C2C(=O)N(c3ccc(OC)cc3)C(=O)C21 (configuration not stated) ?
HePTP inhibitor: 3; BAP1 inh: 98

Main list, previewed entries included:
Results for CCCOC(=O)c1ccc(NC(=O)COc2cc(C)c(Cl)c(C)c2)cc1 ?
BAP1 inh: 121

Results for Nc1nnc(SCC(=O)NC2CCCC2)s1 ?
HePTP inhibitor: 8

How did COc1ccc(-c2sccc2C(C)C(=O)O)cc1 (configuration not stated) do in these assays?
HePTP inhibitor: 5; BAP1 inh: 69

What do the screens show for `CCOC(=O)C1=C(c2ccccc2)NC(=O)NC1c1ccc(OCC#N)c(OC)c1` (configuration not stated)?
HePTP inhibitor: 8; BAP1 inh: 90

How did CS(=O)(=O)Nc1ccc(C(=O)NCCC2=CCCCC2)cc1 do in these assays?
HePTP inhibitor: 10; BAP1 inh: 152

Results for O=C(O)CN1C(=O)c2ccc(C(=O)O)cc2C1=O ?
BAP1 inh: 108

How did COc1ccc(N(CC(=O)Nc2ccc(Oc3ccccc3)cc2)S(C)(=O)=O)cc1 do in these assays?
HePTP inhibitor: 3

What do the screens show for `CCOC(=O)C1CCCN(c2cc(C)nc3cc(-c4ccc(F)cc4)nn23)C1` (configuration not stated)?
HePTP inhibitor: 10; BAP1 inh: 97

What do the screens show for `CC1CN(CC(O)COc2ccc3ccccc3c2)CC(C)O1` (configuration not stated)?
HePTP inhibitor: 5

How did CC1(C)Cc2ccccc2C(=NCCCC(=O)O)N1 do in these assays?
HePTP inhibitor: 5; BAP1 inh: 90

How did CC1CCN(c2c(NCc3ccc(C(=O)NCc4cccnc4)cc3)c(=O)c2=O)CC1 do in these assays?
HePTP inhibitor: 2; BAP1 inh: 88

What do the screens show for `CC(=O)NC1=NC(=O)/C(=C\c2cccc([N+](=O)[O-])c2)S1`?
HePTP inhibitor: -3

How did COC(=O)c1nc(NC(=O)c2ccc(Cl)cc2)n[nH]1 do in these assays?
HePTP inhibitor: -16; BAP1 inh: 81

Results for CCCC1(C(=O)O)NC(c2ccc(OC)cc2O)C2C(=O)N(c3ccc(OC)cc3)C(=O)C21 (configuration not stated) ?
HePTP inhibitor: 3; BAP1 inh: 98

Results for Cc1csc(SCC(=O)Nc2cccc3nsnc23)n1 ?
HePTP inhibitor: 3; BAP1 inh: 82

What do the screens show for `CN(C(=O)c1c(Cl)nc2sccn12)C1CCCCC1`?
HePTP inhibitor: 4; BAP1 inh: 95

What do the screens show for `COC(=O)c1ccsc1NC(=O)c1ccc(Cl)s1`?
HePTP inhibitor: 1; BAP1 inh: 103

Results for COc1cc(OC)c(OC)cc1CN1CCN(Cc2cc(OC)c(O)c(OC)c2)CC1 ?
HePTP inhibitor: -3

How did O=C(O)CS(=O)(=O)c1ccc(Oc2ccc(S(=O)(=O)CC(=O)O)cc2)cc1 do in these assays?
HePTP inhibitor: -2; BAP1 inh: 92

Results for O=C(O)C1CCCCC1C(=O)N1CCN(c2cccc(Cl)c2)CC1 (configuration not stated) ?
HePTP inhibitor: -6

How did CN(C)S(=O)(=O)c1ccc(C(=O)NCc2cccs2)cc1 do in these assays?
HePTP inhibitor: 5; BAP1 inh: 120

How did CCOC(=O)N1CCN(S(=O)(=O)c2ccc3c(c2)SC(C)C(=O)N3)CC1 (configuration not stated) do in these assays?
HePTP inhibitor: 4; BAP1 inh: 96

How did Cc1cc(-c2nnc(-c3ccc4c(c3)OCO4)o2)ccc1[N+](=O)[O-] do in these assays?
HePTP inhibitor: 5

What do the screens show for `COCCNC(=O)C(c1ccc(C)o1)N(CC1CCCO1)C(=O)Cn1nnc2ccccc21` (configuration not stated)?
HePTP inhibitor: 5; BAP1 inh: 105

What do the screens show for `COc1cc(/C=C2\SC(N)=NC2=O)c([N+](=O)[O-])cc1OC`?
HePTP inhibitor: 3

What do the screens show for `COc1ccc(N(CC(=O)Nc2cccc(C)c2)S(=O)(=O)c2ccc(C)cc2)c(OC)c1`?
HePTP inhibitor: 4

What do the screens show for `C=CCn1c(SCC(=O)N(CCO)CCO)nc2sc3c(c2c1=O)CCC3`?
HePTP inhibitor: 6

Results for COc1ccc(NC(=O)CN2C(=O)CC(C)(C)S(=O)(=O)c3ccccc32)cc1 ?
HePTP inhibitor: 5; BAP1 inh: 102

What do the screens show for `C=CCn1c(C(C)NC(=O)CC)nc2ccccc21` (configuration not stated)?
HePTP inhibitor: -8; BAP1 inh: 66

What do the screens show for `CCCCN1C(=O)c2ccc(C(=O)Nc3cccnc3)cc2C1=O`?
HePTP inhibitor: -6; BAP1 inh: 77

Results for N#Cc1c(SCC(=O)Nc2nccs2)nc2c(c1-c1ccco1)CCCC2 ?
HePTP inhibitor: 2; BAP1 inh: 96

How did CC(=O)C(Sc1ncnc2c1nnn2-c1ccc(F)cc1)C(=O)N(C)C (configuration not stated) do in these assays?
HePTP inhibitor: 40; BAP1 inh: 81

Results for CCOC(=O)c1c(C)[nH]c(C(=O)CN2CC(C)OC(C)C2)c1C (configuration not stated) ?
HePTP inhibitor: 4; BAP1 inh: 113

How did O=C(NCc1ccncc1)/C(=C/c1ccc(F)cc1)NC(=O)c1ccccc1 do in these assays?
HePTP inhibitor: -14

How did CN(C)c1ccc(C2Nc3ccccc3NC3=C2C(=O)CC(c2ccccc2)C3)cc1 (configuration not stated) do in these assays?
HePTP inhibitor: -11

How did CCn1c(SCC(=O)Nc2cccc(C)c2)nc2c(c1=O)SC(C)C2 (configuration not stated) do in these assays?
HePTP inhibitor: 15; BAP1 inh: 79

How did CCOc1cc(C=C2C(=O)c3ccccc3C2=O)cc(Br)c1OCc1ccccc1 do in these assays?
HePTP inhibitor: -7

Results for Cc1cc(Cl)ccc1OCC(O)CN1CCN(c2ccccc2)CC1 (configuration not stated) ?
HePTP inhibitor: 6

What do the screens show for `CC(OC(=O)c1cccs1)C(=O)NCc1ccc2c(c1)OCO2` (configuration not stated)?
HePTP inhibitor: 2; BAP1 inh: 81

How did COCC(=O)Nc1nnc(Cc2ccc(OC)c(OC)c2)s1 do in these assays?
HePTP inhibitor: 5; BAP1 inh: 93

How did O=C(CCN1C(=O)C2C3C=CC(C3)C2C1=O)Nc1c(F)cc(F)cc1Br (configuration not stated) do in these assays?
HePTP inhibitor: -1; BAP1 inh: 95

How did CCN1C(=O)CSC1=NC(C)Cc1ccccc1 (configuration not stated) do in these assays?
HePTP inhibitor: -7

How did O=C(CCNS(=O)(=O)c1ccc2c(c1)CCC(=O)N2)Nc1ccc2c(c1)OCCO2 do in these assays?
HePTP inhibitor: -1; BAP1 inh: 76

Results for CCSc1nc2c(cnn2-c2ccc(C)cc2)c(=O)[nH]1 ?
HePTP inhibitor: 6; BAP1 inh: 92

Results for COc1ccc(N(CC(N)=O)S(=O)(=O)c2ccccc2)cc1 ?
HePTP inhibitor: 0

Results for COc1ccc(OC)c(C(=O)c2ccc(C(=O)O)cc2)c1 ?
HePTP inhibitor: 2; BAP1 inh: 94

How did COC(=O)c1sc(NC(=O)C2CCCCC2C(=O)O)c(C(=O)OC)c1C (configuration not stated) do in these assays?
HePTP inhibitor: 7; BAP1 inh: 91

What do the screens show for `CCSc1nnc(NC(=O)CSc2nccn2-c2cccc(C)c2C)s1`?
HePTP inhibitor: 8; BAP1 inh: 88

How did O=C(Nc1nccs1)c1ccc2c(c1)C(=O)N(c1ccc(Sc3ccc([N+](=O)[O-])cc3)cc1)C2=O do in these assays?
BAP1 inh: 69

How did CC(=O)c1cccc(N2C(=NC(=O)C(C)C)SC3CS(=O)(=O)CC32)c1 (configuration not stated) do in these assays?
HePTP inhibitor: -4; BAP1 inh: 94

Results for CC1(C)Oc2ccc(C(=O)N3CCCCC3)cc2N(CC(=O)NCc2ccccc2)C1=O ?
HePTP inhibitor: 4; BAP1 inh: 94

How did CCOC(=O)N1CCN(C(=O)c2cccc(OC)c2OC)CC1 do in these assays?
HePTP inhibitor: 12; BAP1 inh: 85

Results for COc1cccc(C2C(C(=O)c3cc4ccccc4o3)=C(O)C(=O)N2CCN(C)C)c1OC (configuration not stated) ?
HePTP inhibitor: 7; BAP1 inh: 87

What do the screens show for `Cc1ccc(-n2nnnc2SCC(N)=O)c(C)c1`?
HePTP inhibitor: 6; BAP1 inh: 70

Results for COc1ccc(S(=O)(=O)Nc2ncccn2)cc1 ?
HePTP inhibitor: -7

Results for O=C1NN(c2ccccc2)C(=O)/C1=C/c1ccc(OCc2ccc(F)cc2)cc1 ?
HePTP inhibitor: 7

How did COc1ccc2nc(NC(=O)c3ccccc3O)sc2c1 do in these assays?
HePTP inhibitor: -14

Results for CCOc1ccccc1N(CC(=O)NCC1CCCO1)S(=O)(=O)c1ccccc1 (configuration not stated) ?
HePTP inhibitor: 1

Results for COCCNC(=O)c1ccc(NC(C)=O)cc1 ?
HePTP inhibitor: -3

How did COc1ccc(C2CC(c3ccco3)n3ncnc3N2)cc1 (configuration not stated) do in these assays?
HePTP inhibitor: 7; BAP1 inh: 91

What do the screens show for `Cc1cc(NC(=O)c2cnccn2)no1`?
HePTP inhibitor: -8; BAP1 inh: 95

Results for CC1(C)CC(=O)c2c(noc2-c2ccccc2)C1 ?
HePTP inhibitor: -6; BAP1 inh: 87

How did COc1ccc(C)cc1NC(=O)c1cc2c(C)nc3ccccc3c2o1 do in these assays?
HePTP inhibitor: 10; BAP1 inh: 355

Results for COCCCNC(=O)c1cc2c(s1)CS(=O)(=O)C2 ?
HePTP inhibitor: 6; BAP1 inh: 83

What do the screens show for `O=C(O)c1cnn2c(C(F)(F)F)cc(-c3cccs3)nc12`?
HePTP inhibitor: -5

Results for O=C(c1ccc(=O)[nH]c1)N(Cc1ccco1)C1(C(=O)NC2CCCC2)CCCCC1 ?
HePTP inhibitor: -2; BAP1 inh: 83

Results for CCOC(=O)c1[nH]c2ccc(OC)cc2c1NC(=O)CCN1CCN(Cc2ccccc2)CC1 ?
HePTP inhibitor: 6

How did CCOc1ccc(NC(C)c2cc(Cl)ccc2O)cc1 (configuration not stated) do in these assays?
HePTP inhibitor: 1; BAP1 inh: 97

What do the screens show for `Clc1ccc(-c2nnc(-c3sc4ccccc4c3Cl)o2)cc1`?
HePTP inhibitor: 6

Results for O=C(Cn1cnc2c(cnn2-c2ccccc2)c1=O)NC1CCCC1 ?
HePTP inhibitor: 4; BAP1 inh: 101

How did COc1ccc(Cn2nnnc2CN(Cc2cc3cccc(C)c3[nH]c2=O)C2CCCC2)cc1 do in these assays?
HePTP inhibitor: 5

What do the screens show for `CCOC(=O)c1c(NC(=O)C2CCCC2)sc2c1CCC(CC)C2` (configuration not stated)?
BAP1 inh: 172

What do the screens show for `CNC(=O)n1ccc(C(=O)N2CCCCC2)n1`?
HePTP inhibitor: 19; BAP1 inh: 78

How did CCN(C(=O)c1cn(C)c(=O)c2cc(OC)c(OC)cc12)c1ccccc1C do in these assays?
HePTP inhibitor: 1; BAP1 inh: 102

Results for O=C(CSCc1ccc(Cl)cc1)c1ccco1 ?
HePTP inhibitor: 2

Results for Cc1onc(-c2ccccc2Cl)c1C(=O)Nc1cc(=O)n(C)c(=O)n1C ?
BAP1 inh: 121

How did CCOC(=O)C1=C(CSc2nc(-c3ccncc3)ccc2C#N)OC(N)=C(C#N)C1c1cccnc1 (configuration not stated) do in these assays?
HePTP inhibitor: 6; BAP1 inh: 136

Results for Cc1noc(C)c1C(=O)NC(C)C1CCCO1 (configuration not stated) ?
HePTP inhibitor: 10; BAP1 inh: 71

What do the screens show for `O=C(CCCCn1c(=O)[nH]c2ccsc2c1=O)NCC1CCCO1` (configuration not stated)?
HePTP inhibitor: 7

What do the screens show for `CCN(CC)S(=O)(=O)c1cccc(C(=O)OCc2cc(=O)n3nc(C)sc3n2)c1`?
HePTP inhibitor: -3; BAP1 inh: 100

What do the screens show for `O=C1CN(C(=O)OCc2ccccc2)C(c2ccccc2)c2cc(Br)ccc2N1` (configuration not stated)?
HePTP inhibitor: 2

Results for CCOc1cc(C=C2C(=O)NC(=S)NC2=O)ccc1OCCOc1ccccc1OC ?
HePTP inhibitor: -3

How did CCCSc1nc(C)cc(=O)[nH]1 do in these assays?
HePTP inhibitor: 1; BAP1 inh: 78

What do the screens show for `O=C(Nc1cccc2ccccc12)c1cccc(N=Cc2cc(Cl)ccc2O)c1`?
BAP1 inh: 183

Bioassay records (PubChem BioAssay)
